# Screening results: PubChem, Sanford-Burnham Center for Chemical Genomics
# EphA4 KYL inhibition = inhibitors of EphA4 binding to KYL peptide, primary screen, biochemical, colorimetric, mouse EphA4 (AID 689). one-dose inhibition, % at 10 µM; IC50 in µM for titrated hits. 62,000 compounds, 0.1% hits. EphA4-AP binding to KYL peptide, pNPP A405; higher % means a stronger effect; in the data active = a potency from the dose series; inactive = the rest, 99 in 100 with inhibition below about 22%
# * marks the source's active call; other numbers are inactive results. Not all compounds are listed; the hit share may differ from the screen's.
SMILES,EphA4 KYL inhibition
CC(C)(C)NC(=O)Cn1c(SCC(=O)N2CCCCCC2)nc2ccccc21,9%
O=C(O)c1ccc(Nc2nc(-c3ccc(Br)cc3)cs2)cc1,6%
O=C1C(=Cc2ccccc2Br)C(=O)c2ccccc21,-4%
COc1ccc(NC(=O)C2CCN(C(=O)NC3CCCCC3)CC2)c(OC)c1,-4%
CCOC(=O)Oc1ccc2c(=O)c(Oc3cccc(C)c3)coc2c1,-14%
Cc1ccc(N(C(=O)Cn2nnc3ccccc32)C(C(=O)NC2CCCCC2)c2cn(C)nc2C)cc1 (stereo not drawn),-8%
CCCCC(=O)NC(Nc1cc(C)ccn1)(C(=O)OCC)C(F)(F)F (stereo not drawn),-7%
Cc1ccccc1NC(=O)c1ccc(CN2CCC(Cc3ccccc3)CC2)cc1,-6%
Cn1c(=O)c2cc(S(=O)(=O)NCCC(=O)NCCc3ccc(Cl)cc3)ccc2n(C)c1=O,-3%
COc1ccc(OC)c(C(C)NC(=O)c2ccco2)c1 (stereo not drawn),2%
CC[n+]1c(/C=C/Nc2ccccc2)sc2ccccc21,0%
COc1cc(NC(=O)c2cccc(Br)c2)ccc1NC(=O)c1ccco1,15%
O=C(c1ccc(F)cc1)N1CCN(C(=O)c2ccc([N+](=O)[O-])cc2)CC1,-1%
Cc1nc2ccccn2c1C(=O)NCc1cccnc1,-7%
CCCc1c(O)nc(SCCN(CCC)CCC)[nH]c1=O,-22%
CCC(Sc1nc2cc3c(cc2c(=O)n1Cc1ccco1)OCO3)C(=O)Nc1ccccc1OC (stereo not drawn),-9%
COc1cccc(C(=O)Cn2c(N3CCOCC3)nc3c2c(=O)n(C)c(=O)n3C)c1,-31%
CCCCOCCCNC(=O)c1ccc2c(c1)OCO2,-4%
N#Cc1cc2cc3c(cc2nc1N1CCCCC1)OCCO3,11%
CCNC(=O)N(C(=O)NCC)n1c(C)nnc1C,-8%
Cc1ccc2[nH]c(=O)c(C(c3nnnn3Cc3ccccc3)N3CCc4ccccc43)cc2c1 (stereo not drawn),8%
O=C(O)c1ccccc1C(=O)NNc1ccc(Cl)cc1,-19%
COc1ccc(S(=O)(=O)N2CCCN(CC(=O)C(C)(C)C)CC2)cc1,-3%
Cn1c(=O)n(C)c2cc([N+](=O)[O-])c(N3CCN(C(=O)c4ccc(Cl)cc4)CC3)cc21,-12%
COc1ccc(S(=O)(=O)N2CCN(C3CCN(Cc4ccccc4)CC3)CC2)cc1,-2%
C=CCn1c(N)c(C(=O)OCC(C)C)c2nc3ccccc3nc21,-2%
Cc1ccc(S(=O)(=O)Nc2cccc(-c3csc(-c4ccccc4)n3)c2)cc1[N+](=O)[O-],3%
O=C(O)c1ccc2c(c1)C(c1ccccc1)OC2=O (stereo not drawn),-13%
CC1(C)CC(=O)C=C(NCc2cccnc2)C1,-8%
CCN(CC)C(=O)c1sc2nc(-c3ccc(OC)cc3)cn2c1C,-12%
COCCCNC(=O)CSC1=Nc2ccccc2C2=NC(CC(=O)NCc3ccccc3)C(=O)N12 (stereo not drawn),22%
COc1ccc(CC(=O)Nc2ccccc2C(=O)NCC(C)C)cc1,-9%
COc1ccc(C(=O)Nn2c(SCC(=O)N3CCC(C)CC3)nc3ccccc3c2=O)cc1,-8%
Cc1ccc(S(=O)(=O)Nc2ccccc2I)cc1[N+](=O)[O-],-12%
COc1ccc(OCC(=O)Nc2ccc(S(=O)(=O)Nc3cc(C)nc(C)n3)cc2)cc1,15%
O=C1CCCCCC1CN1CCCCC1 (stereo not drawn),-3%
Cc1ccc(S(=O)(=O)N2CCCN(S(=O)(=O)c3ccc4c(c3)OCCO4)CC2)cc1,-2%
CC1(C)CC(=O)c2sc(NC(=O)c3ccco3)nc2C1,-4%
O=C(CN1CCN(C(=O)c2ccco2)CC1)Nc1ccccc1-c1ccccc1,-7%
N=C1/C(=C/c2cccs2)C(=O)N=C2SN=C(SCc3ccccc3)N12,-8%

# In another format: 28 of the compounds above.
canonical_smiles | EphA4 KYL inhibition
O=C(c1ccc(F)cc1)N1CCN(C(=O)c2ccc([N+](=O)[O-])cc2)CC1 | -1%
Cc1nc2ccccn2c1C(=O)NCc1cccnc1 | -7%
CCCc1c(O)nc(SCCN(CCC)CCC)[nH]c1=O | -22%
CCC(Sc1nc2cc3c(cc2c(=O)n1Cc1ccco1)OCO3)C(=O)Nc1ccccc1OC (stereo not drawn) | -9%
COc1cccc(C(=O)Cn2c(N3CCOCC3)nc3c2c(=O)n(C)c(=O)n3C)c1 | -31%
CCCCOCCCNC(=O)c1ccc2c(c1)OCO2 | -4%
N#Cc1cc2cc3c(cc2nc1N1CCCCC1)OCCO3 | 11%
CCNC(=O)N(C(=O)NCC)n1c(C)nnc1C | -8%
Cc1ccc2[nH]c(=O)c(C(c3nnnn3Cc3ccccc3)N3CCc4ccccc43)cc2c1 (stereo not drawn) | 8%
O=C(O)c1ccccc1C(=O)NNc1ccc(Cl)cc1 | -19%
COc1ccc(S(=O)(=O)N2CCCN(CC(=O)C(C)(C)C)CC2)cc1 | -3%
Cn1c(=O)n(C)c2cc([N+](=O)[O-])c(N3CCN(C(=O)c4ccc(Cl)cc4)CC3)cc21 | -12%
COc1ccc(S(=O)(=O)N2CCN(C3CCN(Cc4ccccc4)CC3)CC2)cc1 | -2%
C=CCn1c(N)c(C(=O)OCC(C)C)c2nc3ccccc3nc21 | -2%
Cc1ccc(S(=O)(=O)Nc2cccc(-c3csc(-c4ccccc4)n3)c2)cc1[N+](=O)[O-] | 3%
O=C(O)c1ccc2c(c1)C(c1ccccc1)OC2=O (stereo not drawn) | -13%
CC1(C)CC(=O)C=C(NCc2cccnc2)C1 | -8%
CCN(CC)C(=O)c1sc2nc(-c3ccc(OC)cc3)cn2c1C | -12%
COCCCNC(=O)CSC1=Nc2ccccc2C2=NC(CC(=O)NCc3ccccc3)C(=O)N12 (stereo not drawn) | 22%
COc1ccc(CC(=O)Nc2ccccc2C(=O)NCC(C)C)cc1 | -9%
COc1ccc(C(=O)Nn2c(SCC(=O)N3CCC(C)CC3)nc3ccccc3c2=O)cc1 | -8%
Cc1ccc(S(=O)(=O)Nc2ccccc2I)cc1[N+](=O)[O-] | -12%
COc1ccc(OCC(=O)Nc2ccc(S(=O)(=O)Nc3cc(C)nc(C)n3)cc2)cc1 | 15%
O=C1CCCCCC1CN1CCCCC1 (stereo not drawn) | -3%
Cc1ccc(S(=O)(=O)N2CCCN(S(=O)(=O)c3ccc4c(c3)OCCO4)CC2)cc1 | -2%
CC1(C)CC(=O)c2sc(NC(=O)c3ccco3)nc2C1 | -4%
O=C(CN1CCN(C(=O)c2ccco2)CC1)Nc1ccccc1-c1ccccc1 | -7%
N=C1/C(=C/c2cccs2)C(=O)N=C2SN=C(SCc3ccccc3)N12 | -8%

# 3 compounds out of the list, arranged by SMILES length, smallest number first.
SMILES,EphA4 KYL inhibition
O=C(O)c1ccc2c(c1)C(c1ccccc1)OC2=O (stereo not drawn),-13%
COc1ccc(OCC(=O)Nc2ccc(S(=O)(=O)Nc3cc(C)nc(C)n3)cc2)cc1,15%
Cn1c(=O)n(C)c2cc([N+](=O)[O-])c(N3CCN(C(=O)c4ccc(Cl)cc4)CC3)cc21,-12%

# Additional records follow:
SMILES,EphA4 KYL inhibition
COc1ccc(Nc2ncnc3c2cnn3Cc2ccccc2)cc1OC,4%
CCSc1nc2c(c(=O)[nH]c(=O)n2C)n1Cc1ccc(Cl)cc1,-7%
Cc1cc2c(c(=O)n1CCN(C)C)C(c1ccccc1Br)C(C#N)=C(N)O2 (stereo not drawn),7%
COc1ccc(C(=O)N/C(=C\c2ccc(Cl)cc2)C(=O)NCc2ccncc2)cc1,-8%
CCn1c2ccccc2c2cc(NC(=O)COC(=O)C3CCC(=O)N3)ccc21 (stereo not drawn),3%
O=C(CC(c1ccccc1)c1ccccc1O)NCc1ccco1 (stereo not drawn),-6%
Cc1ccc(S(=O)(=O)NCC(=O)N(CC(=O)NCC2CCCO2)C2CCCC2)cc1 (stereo not drawn),-6%
O=P(c1cccs1)(c1cccs1)c1cccs1,-9%
COc1ccc(S(=O)(=O)C(C#N)c2nc3ccccc3nc2N2CCCCC2)cc1 (stereo not drawn),2%
C/C(=N\OCc1nc2c3c4c(sc3ncn2n1)C(C)(C)NC(C)(C)C4)c1ccc(Br)cc1,-6%
CC1CCCC(n2c(=S)[nH]c3ccccc3c2=O)C1C (stereo not drawn),-4%
COc1ccc(C2C(C(C)=O)=C(Nc3ccccc3)CC(C)(O)C2C(C)=O)cc1OC (stereo not drawn),-18%
Cc1cccc(NC(=O)CSc2nc3ccc(NC(=O)CSc4nnnn4-c4ccccc4)cc3s2)c1C,6%
COc1ccccc1Nc1nc2ccccc2[nH]1,-12%
COCCn1c(SCC(=O)c2ccccc2)nc2c(c1=O)SC(C)C2 (stereo not drawn),-13%
CCOC(=O)CN1C(=O)C(O)(CC(=O)c2ccco2)c2ccccc21 (stereo not drawn),-1%
CC1(C)Cc2nc3nc(SCC(=O)NCCc4ccccc4)n(-c4ccccc4)c(=O)c3cc2CO1,-12%
O=S(=O)(c1ccccc1)c1ccc(NCc2ccco2)cc1,10%
Cc1cc(=O)oc2ccc(OCC(=O)O)cc12,-11%
Cc1cc(C)c(S(=O)(=O)c2ccccc2C)c(Cl)n1,-17%
CC1(C)CC(=O)C=C(N2CCN(C3=CC(=O)CC(C)(C)C3)CC2)C1,-10%
CC(C)OC(=O)/C(=C\c1ccc2c(c1)c1ccccc1n2C)NC(=O)c1ccccc1,-12%
COc1ccc(NC2=NCC(=O)N2c2ccccc2F)cc1,-12%
Cc1oc2ccc(OCc3ccc(F)cc3)cc2c1C(=O)O,-10%
O=[N+]([O-])c1cc(C(F)(F)F)ccc1NCCCCNS(=O)(=O)c1ccccc1,-7%
CCOC(=O)C1CCN(C(=O)c2ccc(Cl)c(S(=O)(=O)N3CCOCC3)c2)CC1,-11%
COc1ccc(-c2cc(C(F)(F)F)nc(SCC(=O)Nc3cc(C)on3)n2)cc1OC,-2%
CCCc1cc(=O)oc2cc(C)c3c(C)coc3c12,0%
Cc1ccc(C)n1-c1sc2c(c1C#N)CCC(C)C2 (stereo not drawn),8%
CCSc1nsc(SCC)c1C(N)=O,22%
CCOc1ccccc1C1Nc2ccccc2NC2=C1C(=O)CC(c1ccc(OC)c(OC)c1)C2 (stereo not drawn),0%
Cc1nc2ccc(S(=O)(=O)NCC(=O)N3CCC(C)CC3)cc2s1,-9%
O=C(N/N=C1\CCCc2ccccc21)c1ccc([N+](=O)[O-])cc1Cl,2%
CCCCSCCCNC(=O)Nc1cccc(OC)c1,-1%
CC1(C)CC(=O)C=C(N2CCNCC2)C1,-6%
N#Cc1c2n(c3c(=O)[nH]cnc13)CCCC2,4%
CCOC(=O)CC(NC(=O)c1ccco1)c1ccccc1Cl (stereo not drawn),-8%
O=[n+]1cc(-c2cc3ccccc3o2)n([O-])c2c1CCCC2,-11%
CCOC(=O)CSc1nc(-c2ccccc2)nc2c1oc1ccccc12,0%
COc1ccccc1C(=O)Nc1ccc(N2CCCCC2)cc1,-2%
O=C(ON=C1CCN(S(=O)(=O)c2ccccc2)CC1)c1ccccc1,0%
CCN(C(=O)c1c(C)cc(=O)oc1C)c1ccc2c(c1)OCO2,-11%
O=C(NCc1ccc(F)cc1)C1C2C=CC3(CN(Cc4cccnc4)C(=O)C13)O2 (stereo not drawn),-10%
CCCC(=O)c1c[nH]c(C(=O)NCc2ccco2)c1,-14%
COc1cccc(/C=N/n2c(=S)n(C)c3cc(C)c(C)cc32)c1OC,-9%
NC(=O)c1nsc(C(=O)N(CC(=O)NCc2ccc(F)cc2)Cc2ccco2)c1N,-5%
CCCc1cc(C(=O)Nc2cccnc2)no1,4%
COc1cc(CNCCO)cc(Br)c1OCc1cccs1,-19%
CCCCOCCCNC(=O)Cc1cccs1,-6%
CCc1ccc(S(=O)(=O)Nc2ccccc2OC)cc1,4%
CC(C)c1nc2n[nH]c(N)c2c2c1CCCC2,-3%
COc1ccc(OCC(=O)Nc2ccc(NC(=O)c3ccco3)c(OC)c2)cc1,-5%
CC(=O)Nc1ccc(NC(=O)CSc2nnc(-c3ccccc3)n2Cc2ccc3c(c2)OCO3)cc1,-20%
COc1ccc(C(=O)NCCn2cc(SCC(=O)N3CCOCC3)c3ccccc32)cc1,-8%
N#Cc1nc(COc2ccccc2)oc1N1CCCCCC1,-3%
Cc1cc(-c2cccs2)nc(-n2cccc2)n1,-10%
CCOC(=O)C1=C(O)C(=O)N(c2ccc(S(N)(=O)=O)cc2)C1c1ccc(OC)cc1 (stereo not drawn),-14%
COc1cccc(CNCc2ccc(SC)cc2)c1OC,0%
COc1cccc(-c2cc(C(=O)N3CCCCC3C)no2)c1 (stereo not drawn),-16%
CCOc1ccc(N=C2NC(=O)S/C2=C\c2ccc(N(C)C)cc2)cc1,-10%
# (further entries)
SMILES,EphA4 KYL inhibition
O=C(/C=C/c1ccccc1)NC(=S)Nc1ccccc1O,-10%
O=C(O)CSc1nnc(CNc2cccc(C(F)(F)F)c2)n1Cc1ccco1,-4%
Cc1ccc2nc(Nc3ccccc3O)nc(-c3ccccc3)c2c1,-9%
CCOc1ccc(-n2c(Cc3cc(=O)[nH]c(=O)[nH]3)nnc2SCC)cc1,-8%
Cc1cc2c(n1-c1ccc(Br)cc1)CC(C)(C)CC2=O,-10%
N#CC1=C(Nc2ccccc2)SC=C(c2ccc(Cl)c(Cl)c2)N=C1N1CCOCC1,-5%
O=C(NCc1cc(C(F)(F)F)cc(C(F)(F)F)c1)C1CC(c2c(Cl)cccc2Cl)=NO1 (stereo not drawn),-3%
O=C(Nc1ccccn1)NC12CC3CC(CC(C3)C1)C2,-17%
CN(CCNC(=O)CCNC(=O)Cn1ccc2ccccc2c1=O)Cc1ccccc1,-10%
